Source: PubChem
MT1-MMP act inh – blocks activation of human MT1-MMP | AID 651647 | GFP/RFP ratio change, % at 20 µM | HT1080 RFP-PRO-GFP cells, GFP/RFP ratio fluorescence, overnight; percent of plate control window, DMSO zero | 360,000 tested, 0.061% active;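 active means GFP/RFP ratio change of at least 30% with cell ATP level not reduced by more than half and red fluorescence within 50% of control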; further: strong numbers were not always called active
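system = RFP-PRO-GFP reporter HT1080 cells | dosing = 20 µM single dose, 1% DMSO | timing = overnight cell settling, then overnight compound exposure, 37 °C, 5% CO2 | read-out basis = GFP/RFP fluorescence ratio | controls = DMSO and RFP-L50D-GFP cell wells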
FAS-TE inh – blocks the thioesterase domain of human fatty acid synthase | 360,000 tested, 0.67% active | P49327 | inhibition, % at 15 µM | recombinant FAS-TE, OMFH fluorogenic substrate, fluorescence endpoint | AID 602261;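 active means compounds whose normalised, plate-corrected inhibition of enzyme fluorescence in the single-dose primary screen is 50% or more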;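 further: 0% = DMSO with enzyme and 100% = substrate without enzyme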
bovine MsrA act – activates bovine MsrA enzyme; purified bovine MsrA, absorbance read-out; activation, % at 10.6 µM; 360,000 tested, 0.3% active; AID 602163; in the data active means activation above about 7.5%;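 further: 0% = vehicle and 100% = reference activator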
NRP1-CendR mod – NRP-1/CendR interaction modulation | inhibition, % at 25 µM | FAM-RPARPAR peptide binding to NRP-1, fluorescence polarization | 360,000 tested, 0.85% active | O14786 | AID 602438;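 active means inhibition or corrected inhibition above about 18%, plus a signal ratio from 0.5 to 1.5, limit read from the data, passing the limit was not always enough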; further: strong numbers were not always called active
E coli Lon inh – E. coli protease La inhibition; P0A9M0; purified E. coli Lon protease, fluorescence polarization; inhibition, % at 7.94 µM; 360,000 tested, 0.42% active; AID 602123; in the data active means inhibition above about 13%, passing the limit was not always enough;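 further: 0% = enzyme with probe and DMSO and 100% = no enzyme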
Tb MetRS inh – Trypanosoma brucei MetRS inhibition; purified T. brucei MetRS, ATP depletion, Kinase-Glo luminescence; 360,000 tested, 0.4% active; inhibition, % at 11.9 µM; AID 624268;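 active means inhibition above a per-plate cutoff of the control wells' mean inhibition plus 3 SD, cut at about 5.5% in these data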;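 further: 0% = DMSO wells median and 100% = median of wells with control inhibitor compound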
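assay system = parasite MetRS enzyme | timing = 15 min preincubation, 2 h reaction, all 25 °C | evaluation = percent inhibition relative to median high and low control wells | medium = HEPES buffer containing pyrophosphatase, BSA, spermine, DTT | compound = single dose, 11.9 µM final nominal, 0.9% final DMSO | detection = Kinase-Glo luminescence, ATP depletion format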
MLLE-PAM2 inh – inhibitors of microRNA-mediated deadenylation, human PABP1 MLLE binding | GST-MLLE / FITC-PAM2 fluorescence polarization | inhibition, % at 20 µM | 360,000 tested, 0.36% active; in the data active means inhibition above about 35%, passing the limit was not always enough;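 further: plate controls were DMSO wells with GST-MLLE for no effect and wells lacking GST-MLLE protein for full effect; some results filed as inactive read as strong as hits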
Target sequence (P11940 whole entry, looked up): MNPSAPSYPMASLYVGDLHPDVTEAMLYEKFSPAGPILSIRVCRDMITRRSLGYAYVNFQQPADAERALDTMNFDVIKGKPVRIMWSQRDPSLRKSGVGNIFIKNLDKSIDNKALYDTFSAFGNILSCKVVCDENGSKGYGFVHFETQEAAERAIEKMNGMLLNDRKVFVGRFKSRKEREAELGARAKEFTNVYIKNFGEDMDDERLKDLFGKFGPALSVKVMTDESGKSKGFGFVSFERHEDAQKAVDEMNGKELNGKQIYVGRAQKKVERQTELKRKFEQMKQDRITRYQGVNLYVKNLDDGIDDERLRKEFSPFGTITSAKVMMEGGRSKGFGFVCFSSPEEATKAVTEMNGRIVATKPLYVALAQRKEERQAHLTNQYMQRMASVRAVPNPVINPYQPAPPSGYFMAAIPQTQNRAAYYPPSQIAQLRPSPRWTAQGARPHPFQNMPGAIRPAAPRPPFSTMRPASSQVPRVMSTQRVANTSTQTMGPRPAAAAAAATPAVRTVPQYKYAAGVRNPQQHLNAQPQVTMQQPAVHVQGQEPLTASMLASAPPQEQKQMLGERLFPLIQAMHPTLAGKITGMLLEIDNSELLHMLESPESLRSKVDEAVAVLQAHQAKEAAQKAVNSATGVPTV
SKN-1 block – blocks SKN-1 activity in C. elegans | C. elegans VP596 Pgst-4::GFP/RFP ratio, acrylamide-induced, 24 h | inhibition, % at 21.8 µM | 360,000 tested, 0.49% active | AID 624304;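 active means interference check ratio from 0.5 to 1.5 plus GFP to RFP signal ratio inhibition reaching or exceeding a fixed threshold, cut at about 30% in these data, passing the limit was not always enough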; further: some compounds called inactive have numbers as strong as hits
MsrA inhibitor – inhibitors of bovine MsrA; purified bovine MsrA, absorbance read-out; inhibition, % at 15.5 µM; 360,000 tested, 0.75% active; AID 651718; in the data active means inhibition above about 4.5%;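 further: 0% = vehicle wells with enzyme and 100% = reference inhibitor wells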
The depositor's hits bear a star; · = no result given.

The opening 4 compounds (preview)
SMILES	MT1-MMP act inh	FAS-TE inh	bovine MsrA act	NRP1-CendR mod	E coli Lon inh	Tb MetRS inh	MLLE-PAM2 inh	SKN-1 block	MsrA inhibitor
COc1ccc(NC(=O)CN2C(=O)NC3(CC(C)CC(C)(C)C3)C2=O)cc1S(=O)(=O)N1CCCCC1 (stereo not drawn)	2	6	-1	6	-3	0.4	-28	16	1.2
Fc1ccccc1C(c1nnnn1C1CCCC1)N1CCN(Cc2ccccc2)CC1 (stereo not drawn)	-6	6	-3	22*	1	1.1	6	-20	0.9
Cc1ccc(OCCC(=O)OCC(=O)NC2CCCCC2)cc1	-3	-5	-1	-5	-9	-0.3	-5	18	-1.5
COc1ccc(/C=C/C(=O)Nc2sc(Cc3ccccc3)c(C)c2C(N)=O)cc1	-6	-7	-13	-7	-12	-1.0	5	5	-0.9

Main list, from the start:
SMILES	MT1-MMP act inh	FAS-TE inh	bovine MsrA act	NRP1-CendR mod	E coli Lon inh	Tb MetRS inh	MLLE-PAM2 inh	SKN-1 block	MsrA inhibitor
COc1ccc(NC(=O)CN2C(=O)NC3(CC(C)CC(C)(C)C3)C2=O)cc1S(=O)(=O)N1CCCCC1 (stereo not drawn)	2	6	-1	6	-3	0.4	-28	16	1.2
Fc1ccccc1C(c1nnnn1C1CCCC1)N1CCN(Cc2ccccc2)CC1 (stereo not drawn)	-6	6	-3	22*	1	1.1	6	-20	0.9
Cc1ccc(OCCC(=O)OCC(=O)NC2CCCCC2)cc1	-3	-5	-1	-5	-9	-0.3	-5	18	-1.5
COc1ccc(/C=C/C(=O)Nc2sc(Cc3ccccc3)c(C)c2C(N)=O)cc1	-6	-7	-13	-7	-12	-1.0	5	5	-0.9
Cc1ccc(N(CC(=O)NCc2ccc(F)cc2)S(=O)(=O)c2c(C)nn(C)c2C)cc1	-1	-1	-2	-5	-3	-0.4	1	4	0.5
c1ccc(Oc2nc(Oc3ccccc3)nc(N3CCOCC3)n2)cc1	-1	10	-4	-2	-2	-0.9	-7	11	-0.5
NC(=O)C1CC(=O)N(CCc2ccc(F)cc2)C1 (stereo not drawn)	0	-8	2	6	-5	-0.4	-1	5	0.1
COc1ccccc1C(=O)COC(=O)CCCN=C1NS(=O)(=O)c2ccccc21	2	-2	-4	1	-4	-0.2	-4	6	-0.1
CCOC(=O)c1cnc2c(Cl)c(Cl)ccc2c1NCCN1CCOCC1	-3	5	2	-9	12	0.4	3	14	0.7
CC(C)CCNC(=O)c1cc([N+](=O)[O-])ccc1N1CCOCC1	1	24	-6	-6	-7	0.7	-2	-3	0.2
COc1cccc(/C(O)=C2/C(=O)C(=O)N(CCN3CCOCC3)C2c2cccs2)c1 (stereo not drawn)	-2	-12	-10	-8	-9	-0.7	5	6	1.9
CCC1CCCCN1C(=S)Nc1ccc(OC(F)F)cc1 (stereo not drawn)	4	-4	-4	27*	4	0.3	-43	3	0.1
CN(C)c1ccc(C(CNC(=O)c2ccccc2F)c2c[nH]c3ccccc23)cc1 (stereo not drawn)	-4	18	-3	15	-1	-0.1	-7	12	0.0
Cc1occc1C(=O)NC1CCCCCCC1	2	-6	-2	15	-8	-0.3	-5	-2	0.8
COc1ccccc1NC(=O)NC1(C(=O)N2CCC(C)CC2)CCCCC1	4	-6	-5	4	-6	0.0	3	9	0.4
CCOC(=O)C1CCCN(C(=O)Cn2nc(Cc3cccnc3)c3ccccc3c2=O)C1 (stereo not drawn)	3	-8	-4	9	-10	-0.4	2	-4	-0.8
CC(C(=O)Nc1cccnc1)N1C(=O)C2C3C=CC(C3)C2C1=O (stereo not drawn)	-7	-6	-1	-3	-1	-0.3	-3	2	-0.4
O=C(CNC(=O)c1ccccc1F)OCc1nc2ccc(Cl)cc2n1CCO	-1	-8	-7	3	-10	-0.6	-12	2	0.9
C(=C\c1ccccc1)/CSc1nnc(-c2cnccn2)n1Cc1ccco1	3	8	-13	6	-11	-1.8	-20	-7	-0.6
CCN(C(=O)COC(=O)/C=C/c1ccc(S(=O)(=O)N2CCc3ccccc32)cc1)C1CCS(=O)(=O)C1 (stereo not drawn)	1	9	-11	0	-1	-1.5	-12	-4	0.6

2 compounds from above with just MsrA inhibitor:
| molecule | MsrA inhibitor |
| --- | --- |
| Cc1ccc(OCCC(=O)OCC(=O)NC2CCCCC2)cc1 | -1.5 |
| COc1ccccc1NC(=O)NC1(C(=O)N2CCC(C)CC2)CCCCC1 | 0.4 |

The list goes on.
SMILES	MT1-MMP act inh	FAS-TE inh	bovine MsrA act	NRP1-CendR mod	E coli Lon inh	Tb MetRS inh	MLLE-PAM2 inh	SKN-1 block	MsrA inhibitor
Cc1nc(C)c(-c2ccc(SCc3ccc(Cl)cc3)nn2)s1	1	31	-2	3	-6	-0.1	3	2	-1.1
COC(=O)[C@]12CCCCC=C1N(Cc1ccccc1)C(=O)[C@H](CC(=O)N1CCCC1)C2	-2	-6	-5	0	-10	-1.2	·	-6	0.9
COc1ccc(NC(=O)C(OC)c2ccccc2)cc1Cl (stereo not drawn)	3	-5	0	-6	2	0.5	12	13	1.6
COc1cc(NC(=O)c2cc(OC)c(OC)c(OC)c2)c2ncccc2c1	2	17	-4	10	-9	-2.0	-2	3	0.5
Cc1ccc(C(=O)Oc2csc(=S)n2C(=O)c2ccc(C)cc2)cc1	5	-5	-7	-9	4	-0.9	25	-8	1.0
C=CCC(=O)N(CC)CC1CCCN(CCc2cccc(F)c2)C1 (stereo not drawn)	-3	-9	-3	8	-11	-1.3	7	10	1.9
C=CCOc1cccc(C2C(C(=O)c3ccco3)=C(O)C(=O)N2CCN2CCOCC2)c1 (stereo not drawn)	-4	-8	5	-3	-12	0.1	4	-2	3.0
Cc1cccc(-c2nc3c(c(SCC(=O)N4CCCC4)n2)COC(C)(C)C3)c1	-2	2	2	2	1	-0.8	1	5	0.3
O=C(CSc1ncccc1-c1nc2ccccc2[nH]1)NCc1ccco1	-13	-9	-4	-43	-16	3.0	-6	18	2.5
Cc1cccc(NC(=O)CCS(=O)(=O)c2cccc3nsnc23)c1C	-2	-5	-1	-13	9	-0.2	29	7	1.3
CCN(CC)CCNC(=O)C1(O)c2cc(Br)ccc2NC(=O)N1c1ccc(Cl)cc1 (stereo not drawn)	0	-9	-2	-7	2	0.8	5	1	2.0
COc1ccc(C(=O)Nc2ccc(N3CCN(C)CC3)cc2)cc1	0	-6	-7	-14	-9	-0.8	-3	-10	0.3
O=S(=O)(NCCCc1ccccc1)c1cccc2nsnc12	1	4	-2	6	-5	-0.3	-38	-12	0.9
CCOC(=O)C1CCCN(Cc2nc(N)nc(Nc3ccccc3)n2)C1 (stereo not drawn)	5	-4	1	-16	-6	-0.3	-12	10	0.5
COCCn1c(=O)c2c(nc3n2CCCN3CCc2ccccc2)n(C)c1=O	3	-3	-14	4	4	-2.0	-5	-26	1.6
Cc1cc(=O)n2nc(N3CCCC(C(=O)NCc4ccc5c(c4)OCO5)C3)sc2n1 (stereo not drawn)	1	-1	-2	3	-5	-0.5	-11	17	0.2
Cc1ccc(CNS(=O)(=O)NCc2cccs2)cc1	-2	-1	-7	0	-5	0.4	4	18	0.6
Cc1c(Br)cc(C(=O)NCCCN2CCOCC2)c(C)c1C	3	-1	-1	6	-8	-0.1	-6	18	-0.4
CC1(C)CC(=O)C(N=Nc2ccc(C(F)(F)F)cc2[N+](=O)[O-])=C(O)C1	6	12	-3	9	3	-0.6	6	0	0.7
COCC(=O)n1nc(NCc2ccc(OC)cc2)nc1NCc1ccc(OC)cc1	2	2	-2	-6	-8	-0.4	4	15	0.3
CC(C)(C)NS(=O)(=O)c1ccc(CCC(=O)N2CCOCC2)cc1	1	1	1	7	5	0.2	-1	3	-0.2
C[C@H](NC(=O)c1[nH]cnc1C(=O)N[C@@H](C)CO)c1ccccc1	3	-6	-2	-14	3	0.6	-10	-8	-0.4
CCCCN(C(=O)CCCc1nc2ccccc2c(=O)[nH]1)c1c(N)n(CC(C)C)c(=O)[nH]c1=O	-4	-8	0	-8	-6	-0.4	12	13	1.0
CC(Nc1c[nH]c(=O)[nH]c1=O)c1ccccc1 (stereo not drawn)	-4	-4	-4	1	4	-0.6	-4	17	-0.9
CCC1Oc2ccccc2C(=O)N(CC(=O)c2ccc3c(c2)OCCO3)C1=O (stereo not drawn)	0	27	-5	12	10	-0.9	-2	5	-0.3
Cc1c(NS(=O)(=O)c2ccc(NC3CCCC3)c([N+](=O)[O-])c2)c(=O)n(-c2ccccc2)n1C	4	10	-8	-4	-6	-0.1	5	10	-1.8
COc1cccc(NC(=O)c2nn(C)c3c2CS(=O)(=O)c2ccccc2-3)c1	3	3	-2	18	-5	0.3	-2	-5	-0.3
CCOC(=O)c1nnn(-c2nonc2NC(C)=O)c1C	4	-4	-10	0	0	1.1	0	-22	0.7
COc1cccc(C2CC(c3cccc(Br)c3)n3ncnc3N2)c1 (stereo not drawn)	1	0	-3	-10	1	-0.2	7	-4	-0.1
Cc1ccc(C)c2c1N(Cc1ccccc1)C(=O)C21OCCO1	0	9	-5	9	8	-0.8	-15	3	0.3
CC(C)=C1CCC(C)CC1=NNC(N)=S (stereo not drawn)	4	-8	-1	2	-5	-0.2	-69	17	0.0
CCOCCn1c(N2CCN(c3ccc(OC)cc3)CC2)nc2c1c(=O)[nH]c(=O)n2C	5	-6	5	3	-4	-0.4	1	0	1.6
Fc1ccc(N2CCN(C(=S)NCc3ccco3)CC2)cc1	7	-2	-3	-8	-6	-0.2	-128	-9	0.3
c1ccc(CN2CCN(c3nc(-c4ccccc4)nc(-n4ccnc4)n3)CC2)cc1	-11	21	1	-16	-4	0.4	0	10	·
COC12CC(=O)C(C(C)=O)=C(O)C1(C)c1c(O)c(C)c(O)c(C(C)=O)c1O2 (stereo not drawn)	3	-6	-12	-163	-32	-0.7	-92	-1	0.3
COc1ccc(CCNC(=O)C23CCC(C)(C(=O)C2Br)C3(C)C)cc1OC (stereo not drawn)	0	-8	-3	-6	-4	-0.6	-16	-4	-1.6
NC(=O)COc1ccc(/C=N/NS(=O)(=O)c2ccccc2)cc1	2	-6	-3	-4	-3	0.1	-37	1	0.7
CC(/C=N/NC(=O)Cn1nccc1C)=C\c1ccc(C(C)C)cc1	-8	-27	2	-5	-1	-0.4	14	7	1.3
Cc1ccc(C(=O)OCC(=O)NCCC2=CCCCC2)s1	-1	-6	-9	-5	0	-0.8	-3	5	-1.8
Cc1cccc(-c2noc(CCC(=O)NC3CCCCC3)n2)c1	3	-1	-4	3	-13	-0.5	1	-11	0.4
N#Cc1c(Cl)nsc1NC(=O)c1ccccc1	-26	-6	-11	-10	-8	-0.7	-15	33	1.5
C=CCOc1ccc(Oc2cc(C)nc(SC)n2)nn1	-2	-6	13*	0	0	0.1	-15	8	0.3
O=[N+]([O-])c1ccc2c(OCc3nnc(-c4ccccc4Br)o3)ncnc2c1	1	13	0	0	0	0.6	-6	8	0.5
CCOC(=O)CN(C(=O)CSc1nnc(-c2ccc(OC)c(OC)c2)o1)c1ccc(F)cc1	-1	4	-6	-2	-10	-0.1	14	13	0.5
CCCCCn1nnnc1-c1nc2cc(C)c(C)cc2[nH]c1=O	6	2	-1	-12	-2	-0.7	·	-4	-0.1
Cn1c2ccccc2c(=O)c2c(=O)n(-c3ccccc3)c(C3CCCCC3)nc21	-18	5	-4	-2	-2	-0.9	3	5	-0.5
O=C(CNCc1ccccc1Cl)Nc1ccccc1N1CCCCC1	1	12	-10	7	-2	-1.0	-1	-7	-0.1
